NLRP3 yeast inh: NALP3 inhibition in yeast; Yeast reconstituted NLRP3/ASC/caspase-1, beta-gal luminescence, 24 h; inhibition, % at 10 µM; 0.39% of 330,000 active;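 active = inhibition of 50% or more; inactive = inhibition below 50%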;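 note: plate controls were induced DMSO wells for no effect and uninduced yeast grown without galactose for full effect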
PfG6PD inh: PfG6PD (Plasmodium falciparum) enzyme inhibition; PfGluPho enzyme, NADPH resazurin-diaphorase fluorescence; inhibition, % at 20 µM; 0.78% of 350,000 active;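 active = inhibition reaching at least a set limit at 20 µM in the primary screen, cut at about 59% in these data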;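 note: 0% = DMSO wells with substrate and 100% = DMSO wells lacking glucose-6-phosphate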
SENP6 inh: inhibitors of human SENP6 protease; Recombinant SENP6 catalytic domain, aminoluciferin luminescence; 1.8% of 330,000 active; inhibition, % at 10 µM;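 active = inhibition above about 50% at the single tested dose, limit read from the data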;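 note: plate controls were DMSO wells with enzyme for no effect and DMSO wells lacking enzyme for full effect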
Apaf1 inhib: inhibitors of human Apaf-1 apoptosome | AID 489030 | inhibition, % at 20 µM | 0.71% of 330,000 active | O14727 | reconstituted apoptosome caspase-3 activity, DEVD-Rh110 fluorescence; active = inhibition of at least 40% at 20 µM;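 note: plate controls were DMSO wells for no effect and DEVD-CHO caspase inhibitor wells for full effect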
Target sequence (O14727 whole entry, looked up): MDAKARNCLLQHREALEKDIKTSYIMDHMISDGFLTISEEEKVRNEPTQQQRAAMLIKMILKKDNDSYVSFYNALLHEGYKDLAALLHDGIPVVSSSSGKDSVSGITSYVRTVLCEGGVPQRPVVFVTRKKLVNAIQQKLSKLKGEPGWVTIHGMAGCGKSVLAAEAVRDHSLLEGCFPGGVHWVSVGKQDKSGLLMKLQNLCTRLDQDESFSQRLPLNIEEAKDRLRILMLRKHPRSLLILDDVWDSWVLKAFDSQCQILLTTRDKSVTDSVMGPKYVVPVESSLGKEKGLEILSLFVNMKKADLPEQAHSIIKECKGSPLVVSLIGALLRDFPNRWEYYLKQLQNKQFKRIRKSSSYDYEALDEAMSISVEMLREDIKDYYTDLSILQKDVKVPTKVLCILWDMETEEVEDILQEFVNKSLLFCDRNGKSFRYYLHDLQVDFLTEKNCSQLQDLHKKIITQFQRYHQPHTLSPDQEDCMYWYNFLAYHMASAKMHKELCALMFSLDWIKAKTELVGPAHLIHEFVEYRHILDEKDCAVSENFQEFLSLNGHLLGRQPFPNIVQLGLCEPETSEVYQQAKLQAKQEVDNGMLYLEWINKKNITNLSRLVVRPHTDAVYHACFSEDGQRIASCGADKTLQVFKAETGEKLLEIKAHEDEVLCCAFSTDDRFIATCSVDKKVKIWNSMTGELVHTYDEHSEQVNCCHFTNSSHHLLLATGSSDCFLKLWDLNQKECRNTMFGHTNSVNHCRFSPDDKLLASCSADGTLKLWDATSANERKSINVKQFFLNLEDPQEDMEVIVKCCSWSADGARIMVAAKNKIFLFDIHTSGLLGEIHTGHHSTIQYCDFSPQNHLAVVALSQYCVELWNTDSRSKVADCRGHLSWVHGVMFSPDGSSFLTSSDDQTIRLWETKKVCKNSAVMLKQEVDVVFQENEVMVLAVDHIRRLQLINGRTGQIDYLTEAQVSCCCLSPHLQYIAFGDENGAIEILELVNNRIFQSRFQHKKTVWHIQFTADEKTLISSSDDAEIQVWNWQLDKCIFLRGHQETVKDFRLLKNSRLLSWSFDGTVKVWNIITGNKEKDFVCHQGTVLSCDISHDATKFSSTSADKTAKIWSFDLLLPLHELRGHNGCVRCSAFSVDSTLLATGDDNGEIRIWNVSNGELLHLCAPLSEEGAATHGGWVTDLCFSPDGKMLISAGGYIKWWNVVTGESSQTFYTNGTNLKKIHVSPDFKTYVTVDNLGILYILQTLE
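Material: biochemical Apaf-1 apoptosome reconstitution. Medium: Hepes buffer, pH 7.5. Also added: cytochrome c activation, bis-DEVD rhodamine 110 substrate. Timing: 30 min compound preincubation, 50 min activation, room temperature. Measured by: rhodamine 110 fluorescence at Ex 480/Em 540 nm.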
HKDC1 inh: inhibitors of human hexokinase HKDC1. Q2TB90. recombinant HKDC1, G6PDH/diaphorase resazurin coupled fluorescence. inhibition, % at 20 µM. 0.16% of 340,000 active. AID 493160;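 active = inhibition above about 35% when tested at 20 µM, limit read from the data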;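 note: plate controls were DMSO wells with enzyme for no effect and DMSO wells lacking enzyme for full effect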
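Assay system: recombinant HKDC1 hexokinase; detection: coupled resazurin fluorescence, excitation 525 nm, emission 613 nm; benchmarks: DMSO-plus-enzyme-mix negative control, buffer-substituted positive control; compound dosing: single 20 µM dose; schedule: 90 min at room temperature in dark; also added: glucose plus 1 mM ATP as hexokinase substrates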
SENP1 FRET inh: SENP1 (human) catalytic domain inhibition; inhibition, % at 10 µM; 0.21% of 360,000 active; recombinant SENP1 catalytic domain, CyPet-SUMO1-YPet FRET cleavage;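 active = inhibition at least 30% at 10 µM, raw YFP signal under a set limit, fluorescence ratio 0.5 to 1.5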;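 note: 0% = enzyme with DMSO and 100% = no enzyme wells; some results filed as inactive read as strong as hits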
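Test system: human SENP1 catalytic domain; medium: Tris pH 8 buffer plus EDTA, NaCl, BME, BSA, NP40, catalase; incubation: 50 min reaction at room temperature; technique: FRET, CFP and YFP emission; controls: no-enzyme low control and enzyme-plus-DMSO high control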
SENP7 block: SENP7 protease inhibition; recombinant SENP7, Z-RLRGG-aminoluciferin luminescence, 40 min; Q9BQF6; inhibition, % at 5 µM; AID 434973; 1.5% of 330,000 active;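 active = inhibition above about 50% at the single test dose, limit read from the data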;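 note: plate controls were DMSO with enzyme for no effect and no enzyme buffer wells for full effect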
SENP8 block-1: SENP8 protease inhibition. Q96LD8. purified SENP8, Z-RLRGG-aminoluciferin cleavage, luminescence. inhibition, % at 10 µM. 1.2% of 330,000 active. AID 2540; in the data active = inhibition above about 50%
SENP8 block-2: SENP8 (human) protease inhibition. Q96LD8. recombinant SENP8, Nedd8 substrate fluorescence. inhibition, % at 20 µM. 0.64% of 360,000 active. AID 602440; in the data active = inhibition mostly above about 40%, no sharp cut-off; inactive = mostly below about 27%
The depositor's hits bear a star; / = no result given.

SMILES	NLRP3 yeast inh	PfG6PD inh	SENP6 inh	Apaf1 inhib	HKDC1 inh	SENP1 FRET inh	SENP7 block	SENP8 block-1	SENP8 block-2
CC(=O)c1sc(NC(=O)c2cccs2)nc1C	10	-10	62*	-4	1	-2	62*	45	-24
Cc1ccc2[nH]c(-c3cccc(F)c3)cc(=O)c2c1	5	8	-9	-7	-3	-5	-2	0	-142
COc1cccc(/C=c2\sc3nc(-c4cccs4)nn3c2=O)c1OC	-12	-16	1	-4	11	4	2	-20	-33
CC(=O)N1c2ccc(S(=O)(=O)N3CCC(C(=O)N4CCN(c5cc(Cl)ccc5C)CC4)CC3)cc2CC1C (stereo not drawn)	1	0	3	22	5	1	7	-9	-3
CCN(c1ccccc1C)S(=O)(=O)c1cc2c3c(c1)CCC(=O)N3CCC2	19	0	5	10	1	1	2	-17	5
O=c1nc(-c2ccccc2)nc(-c2ccccc2)[nH]1	11	-29	-1	-10	1	1	6	2	20
Cc1nn(C)cc1C(=O)/C=C/c1ccc([N+](=O)[O-])cc1	22	-10	-7	-12	-1	1	-2	2	7
COc1cccc(C(=O)C2CCCN(Cc3cccc(-n4nc(C)cc4C)c3)C2)c1 (stereo not drawn)	8	3	-11	-7	-8	1	-7	-4	12
COc1ccc(C(=O)N2CCN(C(=O)Cc3ccccc3)CC2)cc1OC	14	-6	-32	-2	-7	3	4	8	8
COc1ccccc1NC(=O)N1CCCC1C(=O)NCCc1ccccc1 (stereo not drawn)	13	15	-3	-19	-2	0	-5	-4	7
Cc1nc(C)c(NC(=O)N2CCc3ccccc32)cc1NC(=O)N1CCc2ccccc21	-6	4	-3	17	-4	-1	0	0	7
CC1(C)CC(=O)C=C(Nc2ccc([N+](=O)[O-])cc2)C1	14	-4	-20	-1	-5	-2	-12	-10	14
CC(C)(C)c1ccc(C(=O)Nc2cccnc2)cc1	30	18	69*	-2	-2	0	62*	53*	9
CCOc1ccc(NC(=S)c2ccncc2)cc1	11	4	12	1	7	2	2	-2	-22
CN(C)/C=C(/C(=O)c1ccc(Cl)cc1)S(C)(=O)=O	-6	-10	-3	4	-7	0	4	7	4

Of the compounds above, these have a nitro group on carbon.
SMILES	NLRP3 yeast inh	PfG6PD inh	SENP6 inh	Apaf1 inhib	HKDC1 inh	SENP1 FRET inh	SENP7 block	SENP8 block-1	SENP8 block-2
Cc1nn(C)cc1C(=O)/C=C/c1ccc([N+](=O)[O-])cc1	22	-10	-7	-12	-1	1	-2	2	7
CC1(C)CC(=O)C=C(Nc2ccc([N+](=O)[O-])cc2)C1	14	-4	-20	-1	-5	-2	-12	-10	14

2 entries from above, field by field.
Cc1nn(C)cc1C(=O)/C=C/c1ccc([N+](=O)[O-])cc1
- NLRP3 yeast inh = 22
- PfG6PD inh = -10
- SENP6 inh = -7
- Apaf1 inhib = -12
- HKDC1 inh = -1
- SENP1 FRET inh = 1
- SENP7 block = -2
- SENP8 block-1 = 2
- SENP8 block-2 = 7

COc1cccc(C(=O)C2CCCN(Cc3cccc(-n4nc(C)cc4C)c3)C2)c1 (stereo not drawn)
- NLRP3 yeast inh = 8
- PfG6PD inh = 3
- SENP6 inh = -11
- Apaf1 inhib = -7
- HKDC1 inh = -8
- SENP1 FRET inh = 1
- SENP7 block = -7
- SENP8 block-1 = -4
- SENP8 block-2 = 12

The listing continues:
SMILES	NLRP3 yeast inh	PfG6PD inh	SENP6 inh	Apaf1 inhib	HKDC1 inh	SENP1 FRET inh	SENP7 block	SENP8 block-1	SENP8 block-2
COc1cccc(C2NC(=S)NC3=C2CCc2ccccc23)c1 (stereo not drawn)	13	7	-23	20	5	1	2	-3	-24
COc1ccc(S(=O)(=O)N2CCc3ccccc32)cc1NC(C)=O	10	22	7	-10	-11	2	4	7	7
CC(C)NC(=O)N(C)C[C@@H]1Oc2ccc(NC(=O)CCN3CCOCC3)cc2CC(=O)N([C@@H](C)CO)C[C@@H]1C	6	-2	6	8	1	2	8	0	20
CC1=CC(C2CC(=O)N(c3ccccc3C)C2=O)CC2C(=O)N(c3ccccc3C)C(=O)C12 (stereo not drawn)	-2	-9	5	15	-3	3	-11	-6	1
CCCOc1ccc(S(=O)(=O)n2cc(Br)c(=O)[nH]c2=O)cc1	7	-19	1	1	20	2	6	2	14
CCC1=C/C(=C/N(C)c2ccccc2)C(=O)S1	-1	-11	1	5	5	-9	1	-3	2
Cc1ccc(C(=O)NCC(=O)NCCCc2ccccc2)s1	27	9	2	14	-6	0	6	1	6
O=C(Sc1cccc2cccnc12)c1ccccc1Br	66*	/	-12	-10	/	-1	-9	-11	-8
CCCCOCCCNC(=O)CC(C)c1ccccc1 (stereo not drawn)	-14	3	-2	-3	-7	0	5	-1	5
O=C(c1c[nH]c2ccccc12)N1CCN(c2ccccc2)CC1	-2	-6	7	7	2	0	-15	-1	8
Cc1cc(C)nc(SC(C)C(=O)Nc2ccc(S(N)(=O)=O)cc2)n1 (stereo not drawn)	0	-10	-1	-5	-5	-14	1	6	-17
C=CCNC(=S)Nc1ccc(C(N)=O)cc1	9	-13	9	-8	-6	0	5	9	19
CCc1ccc(NC(=O)C2=CC(c3ccc(OC)c(OC)c3)=NS(=O)(=O)N2C)cc1	6	28	4	8	-1	5	-6	1	-1
CCOC(=O)N1CCC(N2CC34C=CC(O3)C(C(=O)Nc3ccc(C)cc3)C4C2=O)CC1 (stereo not drawn)	14	2	9	-1	1	4	-5	-1	7
COc1cc(Br)cc(/C=C/c2ccc3cccc(O)c3n2)c1O	11	25	8	26	8	67*	-12	-20	-35
CCOC(=O)c1sc2nc3n(c(=O)c2c1C)CCCCC3	23	27	-17	7	-3	3	-12	-8	14
C=CCNc1nc(C(=O)OCC(=O)Nc2ccc(S(N)(=O)=O)cc2)cs1	15	-11	-13	-6	-5	-2	12	-11	-12
Cc1csc(NC(=O)c2ccc[nH]c2=O)n1	9	-5	39	-11	0	-4	36	8	13
O=C(NCCc1cccs1)c1cccs1	9	-6	-3	-5	1	1	0	2	5
COc1ccc(N2CCN(C(=O)c3ccc4c(c3)NC(=O)C(CSCc3ccc(C)cc3)N4)CC2)cc1 (stereo not drawn)	19	/	6	17	/	/	6	7	/
CCN(C(=O)COC(=O)Cc1c[nH]c2ccccc12)C1CCS(=O)(=O)C1 (stereo not drawn)	16	-13	-11	7	-1	-2	13	-5	1
Cc1nc(CSc2nnc3scc(-c4ccc(Cl)cc4)n23)cs1	1	3	-7	6	9	1	0	-3	35
O=C(Nc1nc2c(s1)CCCC2)c1cc(-c2ccncc2)nc2ccccc12	11	-6	-9	22	-6	16	-8	-10	21
O=C(NC(=S)Nc1ccc(N2CCCCC2)c(Cl)c1)c1cccs1	29	23	-8	6	7	1	10	0	33
O=C(CCSc1nnc(-c2ccco2)o1)N1CCOCC1	13	-14	-4	-4	0	3	6	-4	7
O=C(Nc1cc(S(=O)(=O)Nc2ccccc2F)ccc1Cl)c1ccc(F)cc1F	-5	10	7	14	0	1	11	-1	4
CN(CC(=O)Nc1ccccc1Cl)CC(=O)Nc1c(F)cccc1F	15	-5	-23	-1	12	2	-7	-10	12
CCC(C)(C)c1nnc(NC(=O)CCC2CCCCC2)s1	10	-6	-41	8	-5	0	8	-1	9
Cc1cccc(NC(=O)CN2CCC(NC(=O)C3CCCCC3)CC2)c1C	10	3	-5	-14	-14	1	-3	-13	14
COCC(=O)Nc1nc(-c2ccc(C)cc2)c(C)s1	25	12	4	5	5	-1	-6	-6	14
CCCCN(Cc1cc2cc(C)ccc2[nH]c1=O)C(=O)c1ccccn1	-1	26	1	-13	-5	2	3	-1	-78
Cc1ccc(N2CCN(C(=O)c3ccccc3NC(=O)C3CCCCC3C(=O)O)CC2)cc1 (stereo not drawn)	21	-5	-8	5	13	0	-6	-11	3
CC(=O)Nc1ccc(S(=O)(=O)Nc2ccc3ccccc3n2)cc1	3	-2	-7	-1	-2	1	-4	-6	-381
O=C(c1ccc(S(=O)(=O)NCC2CCCO2)cc1)N1CCN(c2ccccc2)CC1 (stereo not drawn)	13	-16	3	0	-5	1	7	-3	-2
OC1CCN(Cc2ccc3ccccc3c2)CC1	18	-13	11	-13	-6	1	1	4	4
CSc1ccc(/C=C2\C(=N)N3N=C(CC(=O)N4CCCCC4)SC3=NC2=O)cc1	20	-27	-14	4	9	1	-8	-4	-34
Cc1[nH]n(-c2ccccc2)c(=O)c1N=Nc1cccc(C(=O)O)c1	30	-7	56*	4	3	3	0	-9	49*
CCN(CC)S(=O)(=O)c1cccc(C(=O)Nc2ccccc2)c1	30	5	0	7	0	-2	9	-13	15
Cn1c(SCC(=O)N2CCCCC2)nc2c([nH]c3ccccc32)c1=O	2	8	13	7	1	-1	-6	7	-12
CCOC(=O)C1=C(C)Nc2ccccc2N/C1=N\S(=O)(=O)c1cc(C(=O)O)ccc1Cl	5	1	3	6	-3	2	7	-5	-11
Cc1ccc(-n2ncc3c(NCc4cccnc4)ncnc32)c(C)c1	20	8	-17	-12	15	-2	-4	-7	8
CCOC(=O)C(C)Oc1cccc2c(=O)n(CC(=O)N3CCCc4ccccc43)ccc12 (stereo not drawn)	4	-9	-10	9	-5	1	3	-3	-53
COc1ccccc1NC(=S)N1CCN(C(c2ccccc2)c2ccccc2)CC1	18	-9	-10	9	1	4	6	0	14
COc1ccc(CN2CCNC(=O)C2CC(=O)N(C)CCCN2CCOCC2)cc1C (stereo not drawn)	16	0	-10	-7	-5	-2	2	-8	-4
Cc1cc2oc(C(=O)Nc3nonc3C)c(C)c2cc1C	8	-4	-13	5	-2	0	1	2	5
CN(CCOc1ccccc1)CC(=O)Nc1cccc(Br)c1	18	-4	-3	-2	1	0	0	-6	22
Fc1ccccc1N=C1Nc2cccc3cccc1c23	39	19	-15	16	4	11	-1	-6	17
COc1ccccc1N(C)S(=O)(=O)c1ccc(C(=O)OCC(=O)Nc2ccccc2F)cc1	-8	5	-11	3	-1	3	-3	-1	12
CCc1ccc(Sc2cc(C(=O)NCCN3CCOCC3)c3ccccc3n2)cc1	-6	11	-6	12	-11	3	4	-3	-64
O=C(/C=C/c1cccs1)NC(=S)NNC(=O)Cc1cccs1	15	-28	-10	6	-8	2	-1	10	15
COc1ccc(CN2CCN(Cc3c[nH]c4ccccc34)CC2CCO)c(F)c1 (stereo not drawn)	0	-9	-14	6	-1	-1	-6	-13	6
O=C(CN1C(=O)NC2(CCCc3ccccc32)C1=O)NCc1ccc(Cl)cc1Cl (stereo not drawn)	-9	8	-8	12	-1	-2	-3	-1	4
CCn1c(=Nc2ccc(N3CCOCC3)cc2)ccc2ccccc21	22	20	21	0	3	2	3	11	29
CNc1nc(Oc2ccc(=O)n(C)n2)nc(N2CCOCC2)n1	-1	-25	11	2	-7	2	5	1	44*
COc1ccccc1/C=C/C(=O)N1CCC(c2ccccc2)C1 (stereo not drawn)	-2	2	32	11	-9	0	3	-14	-29
N#C/C(=C\C1=C(N2CCOCC2)C(=C\c2ccccc2)/CC1)C(=O)Nc1ccccc1F	/	18	/	/	-10	31	/	/	19
O=C(NC(Nc1nc2ccccc2s1)(C(F)(F)F)C(F)(F)F)c1ccccc1	5	-17	3	-2	-2	0	-1	2	20
CCOC(=O)c1c(C)[nH]c(C2=NNC(=NC(C)COC)SC2)c1C (stereo not drawn)	12	16	-55	1	15	-3	-1	-6	0

Screens as filed in PubChem BioAssay.
